Rtt109 HAT inh: inhibitors of C. albicans Rtt109/Vps75 HAT, primary screen, biochemical, ThioGlo CoA-SH fluorescence, plate reader. Histone acetyltransferase RTT109 (Candida albicans (strain SC5314 / ATCC MYA-2876)), …. purified Rtt109/Vps75, 4 h. inhibition, % at 34.9 µM. 330,000 tested, 0.16% active;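 active = inhibition of at least 50% in every replicate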
dFosB activator: activators of delta FosB homodimer, primary screen, biochemical, fluorescence polarization, TAMRA-CDK5 oligo, single point. 340,000 tested, 0.99% active. AID 493131, 2011. purified delta FosB; percent of positive-control signal above neutral wells. activation, % at 25 µM;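 active = mean activation above about 17%, with every replicate also reaching it, limit read from the data, passing the limit was not always enough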;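 note: fluorescence polarization rise as delta FosB binds a TAMRA Cdk5 AP-1 oligo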
Target sequence (P13346 whole entry, looked up): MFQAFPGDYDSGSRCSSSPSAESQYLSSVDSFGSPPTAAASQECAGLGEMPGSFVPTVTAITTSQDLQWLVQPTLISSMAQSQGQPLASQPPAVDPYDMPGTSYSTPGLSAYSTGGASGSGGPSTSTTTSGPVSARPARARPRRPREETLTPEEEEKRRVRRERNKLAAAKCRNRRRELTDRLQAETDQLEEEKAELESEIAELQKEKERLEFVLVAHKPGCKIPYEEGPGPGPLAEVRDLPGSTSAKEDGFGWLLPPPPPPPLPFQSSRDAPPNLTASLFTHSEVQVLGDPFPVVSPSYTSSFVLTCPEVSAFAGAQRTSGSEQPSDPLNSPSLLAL
PvdQ acylase: P. aeruginosa PvdQ acylase inhibitors, primary screen, biochemical, fluorescence, plate reader and imaging, single point. PvdQ acylase [Pseudomonas aeruginosa LESB58]. purified PvdQ acylase. inhibition, % at 10 µM. 340,000 tested, 0.063% active. AID 488965, 2010; in the data active = inhibition above about 30%, passing the limit was not always enough;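 note: 0% = vehicle neutral wells and 100% = reference inhibitor wells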
SR-BI DiI-HDL act: activators of SR-BI mediated DiI-HDL uptake, primary screen, ldlA[mSR-BI] CHO cells, DiI fluorescence | 3 h; 100 = double the neutral-control signal | activation, % at 12.5 µM | 320,000 tested, 0.096% active | AID 504775, 2011;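 active = mean replicate activation of at least 60% and every replicate at or above 60%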;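 note: 0% = median plate neutral-control signal and 100% = twice that signal; values of inactives mirror those of a sister screen read the other way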
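material = CHO ldlA[mSR-BI] cells | medium = Ham's F12 with 0.5% BSA, HEPES 25 mM, pH 7.4 | reagent = fluorescent DiI-HDL, 10 µg/mL final | compound dosing = single-point compound dose | incubation = 3 h, 37 °C | measured by = bottom-read fluorescence, 550/595 nm | measure = HDL uptake via cellular fluorescence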
MITF act: activators of MITF-driven TRPM1 promoter reporter, primary screen, cell-based, SK-MEL-5, luciferase, single point; SK-MEL-5 TRPM1-promoter luciferase, 24 h; % of positive control, neutral wells = 0; 300,000 tested, 0.75% active; activation, % at 12.5 µM;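 active = mean activation of at least 80% with every replicate also reaching 80%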;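 note: 0% = neutral control wells and 100% = parthenolide positive control wells; values of inactives mirror those of a sister screen read the other way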
Wnt bcat act: Wnt/beta-catenin pathway activators, primary screen, cell-based, plate reader, single point; Wnt/beta-catenin reporter cell assay, activator; activation, % at 9.35 µM; 300,000 tested, 1.2% active; AID 743398, 2014; in the data active = activation above about 30%, passing the limit was not always enough;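 note: 0% = neutral control wells and 100% = positive control wells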
CDK5 p35 inh: inhibitors of human CDK5/p35 kinase, primary screen, biochemical, single concentration. inhibition, % at 10 µM. Recombinant CDK5/p35, ADP-Glo luminescence, 60 min. 330,000 tested, 0.01% active. Cyclin-dependent kinase 5 (Homo sapiens) + Cyclin-dependent kinase 5 activator 1 (Homo …;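 active = highest replicate inhibition of at least 50% and at least 75% of replicates reaching 50%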;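 note: plate controls were DMSO neutral control for no effect and GW8510 at 10 µM for full effect; many of its hits are not listed in these tables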
Target sequence (Q00535 whole entry, looked up): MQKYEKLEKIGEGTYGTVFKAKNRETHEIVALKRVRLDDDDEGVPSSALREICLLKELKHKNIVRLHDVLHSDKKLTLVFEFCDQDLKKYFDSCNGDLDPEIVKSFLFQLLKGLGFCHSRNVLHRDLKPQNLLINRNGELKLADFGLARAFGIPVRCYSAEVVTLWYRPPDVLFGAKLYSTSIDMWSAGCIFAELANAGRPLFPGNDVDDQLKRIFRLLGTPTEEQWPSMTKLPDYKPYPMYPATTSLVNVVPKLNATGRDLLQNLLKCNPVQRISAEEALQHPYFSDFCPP
Target sequence (Q15078 whole entry, looked up): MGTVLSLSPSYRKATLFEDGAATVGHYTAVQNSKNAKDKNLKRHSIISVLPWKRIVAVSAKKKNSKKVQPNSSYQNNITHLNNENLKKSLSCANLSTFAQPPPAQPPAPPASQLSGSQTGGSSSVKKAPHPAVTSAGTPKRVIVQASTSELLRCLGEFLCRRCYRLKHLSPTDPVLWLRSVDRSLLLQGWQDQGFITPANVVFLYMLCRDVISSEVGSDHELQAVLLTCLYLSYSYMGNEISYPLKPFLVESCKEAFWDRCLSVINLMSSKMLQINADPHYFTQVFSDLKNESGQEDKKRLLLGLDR
SR-BI DiI inh: inhibitors of SR-BI mediated HDL lipid uptake, primary screen, ldlA[mSR-BI] cells, fluorescence, single point; Scavenger receptor class B member 1 (Mus musculus), Q61009; ldlA[mSR-BI] CHO cells, DiI-HDL uptake fluorescence, 3 h; inhibition, % at 12.5 µM; 320,000 tested, 0.96% active;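 active = mean replicate inhibition of at least 70% and a set share of replicates each scoring 70 or more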;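 note: 0% = median of neutral control wells and 100% = median of positive control wells; values of inactives mirror those of a sister screen read the other way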
HTR5A ag: HTR5A agonists in luminescence cell assay, primary screen, counter-screen for OPRM1-OPRD1 heterodimer agonist project, full-deck HTS. 5-hydroxytryptamine receptor 5A (Homo sapiens), P47898. cell-based. 340,000 tested, 0.61% active. activation, % at 9.3 µM; in the data active = activation mostly above about 9.5%, no sharp cut-off; inactive = mostly below about 7.6%;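 note: 0% = cells with vehicle only and 100% = reference agonist; strong numbers were not always called active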
cardiac RTF act: cardiac RTF calcium sensitivity activators, primary screen, biochemical, IANBD-TnC fluorescence, EC20 calcium. activation, % at 7.2 µM. Troponin I, cardiac muscle (Homo sapiens) + Troponin T, cardiac muscle (Homo sapiens) + …. 340,000 tested, 0.24% active. IANBD-labeled TnC RTF fluorescence at EC20 calcium; 0% EC20 calcium, 100% full calcium;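 active = activation above the mean over all tested compounds plus 3 SD, cut at about 30% in these data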;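 note: rise in fluorescence read as greater calcium sensitivity of cardiac thin filaments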
Starred values were filed as active, the others as inactive; . = no result given.

No.	molecule	Rtt109 HAT inh	dFosB activator	PvdQ acylase	SR-BI DiI-HDL act	MITF act	Wnt bcat act	CDK5 p35 inh	SR-BI DiI inh	HTR5A ag	cardiac RTF act
1	Cc1ccc(CN2CC(C(=O)Nc3ncc(C)s3)CC2=O)cc1 (stereo not drawn)	4.1	-0.9	-4.0	11.9	3.2	-3.8	3.6	-11.9	-2.6	-8.1
2	O=C(Cc1ccc(Cl)cc1)N/N=C/c1c(Cl)cccc1Cl	-7.0	-13.3	-4.9	-4.2	0.6	.	0.8	4.2	1.0	-1.6
3	CCCc1cc(Nc2ccc(C)cc2)n2ncnc2n1	18.3	-4.2	9.8	-20.2	.	-0.4	2.1	20.2	6.4	-7.0
4	CC(=O)Nc1ccccc1-c1nc2ccccc2nc1OCC(=O)c1ccc(Cl)cc1	5.5	-9.9	-2.9	-21.4	2.4	.	.	21.4	0.5	-6.8
5	COc1ccc(C(=O)NCC(=O)N/N=C/c2c(C)[nH]c3ccccc23)cc1	-3.6	-0.4	-6.6	-10.6	-1.0	5.1	-0.5	10.6	-2.5	-2.6
6	O=C(O)CCN1C(=O)c2ccncc2C1=O	3.2	0.3	1.8	21.0	-1.8	-3.8	1.5	-21.0	2.7	-1.1
7	COc1ccc(NC(=O)Nc2cccc3c2O[C@H](CN(C)Cc2ccc(-c4ccccc4)cc2)[C@@H](C)CN([C@H](C)CO)C3=O)cc1	-4.1	-3.9	-1.0	11.7	-22.4	-2.0	1.1	-11.7	2.1	-2.4
8	CN(C)C(=O)c1ccc(-n2cccn2)nc1	-5.7	-8.4	1.0	24.4	10.4	-0.4	1.3	-24.4	0.6	-3.1
9	Cc1cccc(N=Nc2c(N)n[nH]c2N)c1	20.1	-2.3	1.3	-20.4	.	1.6	0.9	20.4	2.2	-4.0
10	O=C(CSc1n[nH]c(=O)[nH]c1=O)Nc1ccc(SC(F)F)cc1	0.0	-3.8	-5.3	-17.6	-8.6	-4.8	1.1	17.6	1.2	-4.5
11	COc1cccc(NC(=O)C(C)N2C(=O)c3ccccc3C2=O)c1 (stereo not drawn)	-5.0	2.5	-6.0	5.3	.	-0.5	0.0	-5.3	1.4	-3.3
12	CC(O)C(NC(=O)OCc1ccccc1)C(=O)OCc1ccccc1 (stereo not drawn)	6.9	-2.9	8.1	9.3	.	1.5	0.3	-9.3	5.1	0.1
13	C=CCN1C=CC(=O)CC1	-4.9	-4.3	2.4	18.4	1.2	1.5	-0.5	-18.4	0.5	9.2
14	COc1c2ccoc2nc2c(OC)c(OCC(O)C(C)(C)O)ccc12 (stereo not drawn)	2.8	1.6	-8.2	6.0	13.1	.	0.2	-6.0	3.8	-0.8
15	O=C(O)c1ccccc1CSc1nnc2c(n1)[nH]c1ccccc12	-3.0	-5.9	-8.4	-11.3	-10.3	3.3	1.1	11.3	1.3	-1.3
16	CN1CCN(c2oc(/C=C/c3ccccc3)nc2C#N)CC1	10.6	-3.2	2.9	-3.6	-4.9	4.1	-1.7	3.6	2.8	-4.0
17	NC(=O)CC(NC(=O)Cc1cccc2ccccc12)c1ccc(NCc2ccc(F)cc2)c([N+](=O)[O-])c1 (stereo not drawn)	-2.9	31.6*	-8.3	5.5	9.0	-3.9	-1.1	-5.5	-3.0	-4.2
18	CCCn1cc(CN2CCC(n3nccc3NC(=O)C(OC)c3ccccc3)CC2)c(C)n1 (stereo not drawn)	8.0	-2.7	7.3	4.6	-5.5	0.2	-0.8	-4.6	-1.3	-3.9
19	CC(C(=O)O)c1n[nH]c(=O)c2ccccc12 (stereo not drawn)	1.6	-7.1	5.2	19.2	2.1	.	-1.6	-19.2	-2.9	-2.5
20	O=C(Nc1ccccc1N1CCN(C(=O)c2ccc(Cl)cc2)CC1)c1cccc(F)c1	2.3	-2.1	7.2	-73.7	17.0	-1.9	-1.4	73.7*	3.2	-3.4
21	COc1ccc(-c2c(C)c3cc(O)ccc3oc2=O)cc1OC	17.7	-3.6	9.5	1.6	5.1	-0.6	.	-1.6	-5.6	-4.9
22	COc1ccc(S(=O)(=O)N2CCOCC2)cc1NC(=O)CSc1nnc2c(n1)[nH]c1ccccc12	-2.7	14.2	2.2	-11.5	-12.5	-0.9	0.7	11.5	5.2	0.0
23	COc1ccc(Oc2coc3cc(OC(=O)/C=C/c4ccc(F)cc4)ccc3c2=O)cc1	1.7	-2.1	-16.4	-1.6	8.7	-1.4	0.2	1.6	2.8	-3.7
24	COc1ccc(C2(C)NC(=O)N(CC(=O)NC3(C#N)CCCCC3)C2=O)cc1 (stereo not drawn)	1.6	-6.3	-5.5	-2.7	-2.7	-0.3	-1.5	2.7	-5.7	-2.0
25	COc1ccc(/C=C/C(=O)N2CCN(S(=O)(=O)c3ccccc3)CC2)cc1OC	2.2	-7.9	-9.9	-4.4	-15.9	-0.1	-0.2	4.4	1.7	-3.2

Reformatted screen by screen: part of the list above.
#11 COc1cccc(NC(=O)C(C)N2C(=O)c3ccccc3C2=O)c1 (stereo not drawn)
#6 O=C(O)CCN1C(=O)c2ccncc2C1=O

assay / compound | 11 | 6
Rtt109 HAT inh | -5.0 | 3.2
dFosB activator | 2.5 | 0.3
PvdQ acylase | -6.0 | 1.8
SR-BI DiI-HDL act | 5.3 | 21.0
MITF act | . | -1.8
Wnt bcat act | -0.5 | -3.8
CDK5 p35 inh | 0.0 | 1.5
SR-BI DiI inh | -5.3 | -21.0
HTR5A ag | 1.4 | 2.7
cardiac RTF act | -3.3 | -1.1

Going on with the list.
No.	molecule	Rtt109 HAT inh	dFosB activator	PvdQ acylase	SR-BI DiI-HDL act	MITF act	Wnt bcat act	CDK5 p35 inh	SR-BI DiI inh	HTR5A ag	cardiac RTF act
26	CC(C)Oc1ccc(S(=O)(=O)N2CCOCC2)cc1NC(=O)CN1C(=O)NC2(CCCC2)C1=O	8.9	-18.4	8.9	19.2	-7.5	-0.7	-0.4	-19.2	-0.3	1.2
27	CCCCN(C)S(=O)(=O)c1cc(Br)cc2c1N(C(=O)C1CC1)CC2	5.4	-4.2	3.0	-39.5	.	.	-0.1	39.5	-3.9	-1.4
28	COc1cc2c(cc1OC)C(c1cccc(Br)c1)CC(=O)N2 (stereo not drawn)	-1.7	-8.7	-12.3	-21.3	.	-2.8	-0.1	21.3	-2.2	-2.2
29	CN1CCC(NC(=S)Nc2cccc([N+](=O)[O-])c2)CC1	-0.6	2.5	-9.3	3.5	.	-1.1	-3.0	-3.5	8.5	-2.1
30	O=C(OCC(=O)N1CCOCC1)c1ccc(Cl)nc1	12.8	-0.2	-0.8	-6.6	9.9	6.4	-1.4	6.6	1.6	1.4
31	O=C(Oc1cccc(/C=N/NC(=O)c2ccccn2)c1)c1ccc([N+](=O)[O-])cc1	-3.7	0.0	-9.9	32.6	38.4	33.7*	1.5	-32.6	4.5	-2.4
32	CCONC(=O)Nc1ccccc1	-13.1	-1.1	-10.2	10.5	-4.1	.	0.4	-10.5	-0.7	2.7
33	Cc1cccc(N2C(=O)c3cccc4c(N5CCCCC5)c([N+](=O)[O-])cc(c34)C2=O)c1C	-0.7	-3.9	-9.2	-30.6	3.6	-3.6	0.7	30.6	3.4	2.2
34	CCC(=O)NC(c1ccc(C)cc1)c1cc(Cl)c2cccnc2c1O (stereo not drawn)	2.0	-2.0	-16.2	0.6	-2.1	.	-0.9	-0.6	-2.5	1.8
35	CN(Cc1ccccc1)CC(O)COc1ccc(CNCc2ccc(Cl)s2)cc1 (stereo not drawn)	-1.4	-7.2	-13.5	16.5	-22.3	-3.3	0.4	-16.5	10.4	-1.0
36	Cc1cc(C(=O)NNC(=O)C(C)(C)Oc2ccc(Cl)cc2)c(C)o1	1.3	-7.0	4.8	-26.4	-3.0	-3.3	4.0	26.4	0.6	-0.8
37	CCOC(=O)CSc1nnc(NC(=O)CCc2ccccc2)s1	-4.1	-7.7	5.3	11.6	-9.7	2.2	0.7	-11.6	1.6	-2.4
38	Cc1cccc(C(=O)NCC(=O)NCCCSc2ccccc2)c1	8.2	-3.0	-8.5	16.0	6.0	-2.8	-1.5	-16.0	-1.1	2.7
39	O=C(O)COc1ccccc1/C=N/NC(=O)c1cc(-c2ccccc2)nc2ccccc12	1.4	-10.2	-10.5	.	5.0	-0.9	0.7	.	-3.9	-3.5
40	O=S1(=O)N=C(N2CCN(Cc3ccc4c(c3)OCO4)CC2)c2ccccc21	-7.6	-3.2	-5.7	6.3	10.3	-0.4	0.6	-6.3	1.6	-1.1
41	Cc1c(-c2ccccc2)oc2c(C(=O)N3CCN(c4ccc([N+](=O)[O-])cc4)CC3)cccc2c1=O	3.2	-1.0	-7.0	-20.7	26.2	-6.3	0.3	20.7	-1.0	0.8
42	CCCC(=Nc1ccccc1OC)C1=C(O)CC(c2ccccc2)CC1=O (stereo not drawn)	2.1	-9.4	-6.9	4.4	1.1	-2.0	-0.8	-4.4	-2.3	7.1
43	CC(C)C(NC(=O)c1ccco1)C(=O)OCc1cc([N+](=O)[O-])cc2c1OCOC2 (stereo not drawn)	-0.6	-13.0	7.8	11.6	3.9	-8.2	1.8	-11.6	1.5	-2.5
44	CCOc1ccccc1NC(=O)CSc1nnc(CCC(=O)Nc2ccccc2F)n1C	-13.5	0.5	-4.2	.	-3.6	0.2	-2.2	65.4	6.1	-3.7
45	O=C(c1cc2ccccc2s1)N1CCOCC1	-10.4	3.6	-13.2	-2.2	.	1.7	1.5	2.2	0.6	11.4
46	CCCCOC(=O)c1ccc(NC(=O)c2cnccn2)cc1	1.4	-5.7	4.2	-16.0	33.0	.	-1.3	16.0	-1.3	-5.9
47	COc1ccc2nc(/C=N/NC(=O)[C@@H]3CCCN3C(=O)OC(C)(C)C)ccc2c1	3.4	-4.2	-10.8	-22.3	.	17.1	-4.9	22.3	1.1	-4.9
48	COc1ccc(Cn2nnc3c(C)n[nH]c(=O)c32)cc1	-4.7	0.3	4.5	4.1	0.4	13.9	0.5	-4.1	-0.5	-9.4
49	Cc1ccc(NS(=O)(=O)c2cc(C(=O)NCCSC3CCCCC3)ccc2C)cc1	10.4	-4.9	2.4	-15.0	-2.5	.	1.4	15.0	-2.9	-0.4
50	Oc1ccccc1/C=N/Nc1ncc(Br)cn1	-0.2	-5.0	-10.2	0.5	13.7	14.9	1.7	-0.5	-3.0	-1.2
51	COc1ccccc1CN1CCN(C(=O)c2ccco2)CC1	16.8	-12.0	15.0	13.2	-6.4	-3.9	-1.0	-13.2	11.3	3.6
52	CC(=O)N1CCc2cc(S(=O)(=O)NCCC(=O)Nc3ccc4c(c3)OCCO4)ccc21	2.3	-4.6	13.5	4.4	.	.	1.4	-4.4	-2.0	4.7
